Bioassay records from PubChem BioAssay.
AGP1-GFP MLPCN: yeast TOR pathway AGP1-GFP modulation | S. cerevisiae AGP1-GFP multiplex flow cytometry, 3 h; GFP as percent of DMSO wells | AID 2066 | 320,000 compounds, 0.02% hits | GFP response vs DMSO, % at 10 µM;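 active means GFP response relative to DMSO above a set limit, near screen average plus 3 SD, cut at about 150% in these data; inconclusive means fewer than 70 cells counted for the yeast strain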;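 further: median GFP channel fluorescence of the gated AGP1 strain per well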
procasp3 activ: activators of human procaspase-3. P42574. recombinant procaspase-3 D3A, Ac-DEVD-pNA absorbance 405 nm. activation, % at 8.5 µM. 330,000 compounds, 0.11% hits. AID 463141;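 active means activation above the mean of all tested compounds plus 3 SD, cut at about 21% in these data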;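 further: 0% = DMSO alone and 100% = DMSO wells spiked with extra 5 µM PC-3 D3A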
Target sequence (P42574 whole entry D9A/D28A/D175A): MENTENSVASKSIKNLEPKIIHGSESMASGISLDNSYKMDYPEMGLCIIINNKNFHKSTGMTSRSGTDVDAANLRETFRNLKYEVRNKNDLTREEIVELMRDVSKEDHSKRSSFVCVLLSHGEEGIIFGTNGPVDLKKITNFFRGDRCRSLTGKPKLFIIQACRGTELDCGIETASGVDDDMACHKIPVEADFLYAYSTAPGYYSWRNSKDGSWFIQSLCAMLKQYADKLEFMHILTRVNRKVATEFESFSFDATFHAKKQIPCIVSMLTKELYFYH
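assay system = Procaspase-3 D3A mutant | signal = absorbance at 405 nm, 0 and 120 min | times = 1 h preincubation plus 2 h reaction at 25 °C | repeats = single replicate | read-out = % activation between DMSO and enzyme-spiked controls | medium = Zinc-free HEPES saline buffer with Triton X-100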
MEP2-GFP yeast: yeast TOR pathway MEP2-GFP modulation. S. cerevisiae MEP2-GFP strain, flow cytometry GFP, 3 h; 100% = DMSO control level. 330,000 compounds, 0.51% hits. GFP response vs DMSO, % at 10 µM;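 active means GFP response versus DMSO above a set limit, roughly screen mean plus 3 SD, cut at about 180% in these data; inconclusive means fewer than 70 cells counted for a yeast strain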;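 further: median GFP fluorescence of the barcode-gated MEP2-GFP cells per well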
LAP4-GFP MLPCN: alters LAP4-GFP fluorescence in TOR pathway yeast screen; S. cerevisiae LAP4-GFP multiplex, flow cytometry GFP, 3 h; median GFP as percent of DMSO wells; GFP response vs DMSO, % at 10 µM; 320,000 compounds, 0.34% hits; AID 2023;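 active means GFP response vs DMSO above a set limit, about the screen mean plus 3 SD, cut at about 150% in these data; inconclusive means under 70 cell events counted for the yeast strain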
proCasp7 act: counter-screen: procaspase-7 (human) activation; P55210; recombinant procaspase-7, Ac-DEVD-pNA absorbance 405 nm; D23A/D198A/D206A triple mutant, cannot self-cleave; scale: DMSO 0, 5 µM enzyme 100; activation, % at 8.5 µM; 330,000 compounds, 0.093% hits; AID 463210;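 active means percent activation above the screen-wide mean plus 3 SD, cut at about 25% in these data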
Target sequence (P55210 whole entry D23A/D198A/D206A): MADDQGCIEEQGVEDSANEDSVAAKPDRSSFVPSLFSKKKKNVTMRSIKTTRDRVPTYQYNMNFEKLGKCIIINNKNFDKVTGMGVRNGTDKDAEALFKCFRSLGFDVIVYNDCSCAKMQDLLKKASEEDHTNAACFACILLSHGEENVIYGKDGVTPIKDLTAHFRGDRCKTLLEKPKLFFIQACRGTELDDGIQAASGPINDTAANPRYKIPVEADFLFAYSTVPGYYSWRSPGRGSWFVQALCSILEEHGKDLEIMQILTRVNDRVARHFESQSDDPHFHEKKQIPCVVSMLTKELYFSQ
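Assay system: Uncleavable procaspase-7 mutant enzyme; Input: 2 µM procaspase-7 mutant as dispensed; Also added: DEVD-pNA substrate; Medium: Zinc-free HEPES pH 7.4 with 300 mM NaCl, 0.01% Triton X-100; Timing: 1 h compound preincubation, 2 h substrate cleavage, 25 °C; Measured by: Epi-absorbance of released pNA at 405 nm, two timepoints.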
RPL19A TOR yeast: yeast TOR pathway RPL19A-GFP modulation; S. cerevisiae RPL19A-GFP strain, flow cytometry, 3 h; hits give low values; percent response vs DMSO, % at 10 µM; 330,000 compounds, 0.3% hits;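 active means percent response vs DMSO below 50%; inconclusive means fewer than 70 events counted for the yeast strain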;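 further: median channel GFP fluorescence of the barcoded RPL19A-GFP strain; ratio of sample median GFP to plate DMSO average so 100% = DMSO; lower means less RPL19A-GFP as with rapamycin TOR inhibition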
CIT2-GFP yeast: modulators of TOR pathway CIT2-GFP in S. cerevisiae; 320,000 compounds, 0.065% hits; AID 2029; GFP response vs DMSO, % at 10 µM; S. cerevisiae CIT2-GFP strain, flow cytometry, 3 h; 100 means same as DMSO wells;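 active means GFP response relative to DMSO above a set limit, near the screen mean plus 3 SD, cut at about 150% in these data; inconclusive means Fewer than 70 cells measured for a yeast strain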;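 further: ratio of well median GFP fluorescence to mean of DMSO wells on the plate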
AHR act: activates the human aryl hydrocarbon receptor; P35869; AHR-responsive luciferase reporter cells, luminescence; activation, % at 5 µM; 320,000 compounds, 2.5% hits; AID 2796; in the data active means activation above about 47%;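 further: 0% = vehicle wells and 100% = reference agonist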
* marks the source's active call; other numbers are inactive results; ? = inconclusive; . = no result given; [ ] = another dose, or the depositor's remark.

#	compound	AGP1-GFP MLPCN	procasp3 activ	MEP2-GFP yeast	LAP4-GFP MLPCN
1	CCOC(=O)C1=C(C)Nc2ncnn2C1c1cc(Br)ccc1F (stereo unspecified)	?	2	?	?
2	CC(C)Cc1nnc(NC(=O)CCC(=O)NC2CCCCCC2)s1	105	1	100	92
3	O=C(/C=C/c1ccccc1)CC(=O)c1ccccc1O	86	-6	90	96
4	Cc1cc(SCC(=O)OCC(=O)NC(C)c2ccccc2)c(C)cc1Br (stereo unspecified)	91	2	95	96
5	O=C1NC(=O)C2(CCc3ccccc32)N1 (stereo unspecified)	96	2	98	95
6	O=c1c2ccccc2[nH]c2ccc(F)cc12	99	-11	100	109
7	CC1CCN(C(=O)c2ccc(-c3ccccc3Cl)o2)CC1	99	-1	101	112
8	Cc1ccc(-n2nc3c(=O)n(CC(=O)NCc4ccccc4Cl)nc(C)c3c2C)cc1	100	1	99	96
9	CCCCCCCCCCCCCCCC[n+]1cccc2ccccc21	7	-16	54	40
10	COc1ccc(N(CC(=O)NCc2ccco2)S(=O)(=O)c2ccc(C)cc2)cc1	106	2	108	101
11	COC(CN1C(=O)C(=O)/C(=C(/O)c2ccccc2)C1c1ccccn1)OC (stereo unspecified)	102	-5	101	105
12	O=[N+]([O-])c1cc(-c2cnc3ccccc3n2)ccc1Oc1ccc(F)cc1	94	-2	99	101
13	O=C(CSCSCC(=O)NCC1CCCO1)NCC1CCCO1 (stereo unspecified)	103	-5	105	102
14	O=C(Oc1cccc(OC(=O)N2CCCCC2)c1)N1CCCCC1	98	-19	96	102
15	Fc1ccccc1-c1csc(=Nc2cccnc2)n1CCCn1ccnc1	92	-9	100	89

#	proCasp7 act	RPL19A TOR yeast	CIT2-GFP yeast	AHR act
1	-2	?	?	-3
2	11	98	104	1
3	9	90	89	9
4	-2	103	99	1
5	8	95	103	2
6	-8	96	99	-2
7	3	94	94	18
8	8	101	102	1
9	-10	12*	26	-8
10	0	94	94	0
11	6	98	94	-1
12	-5	95	93	22
13	-6	101	100	0
14	2	98	106	1
15	-11	102	94	70*

Remaining list, next part
#	compound	AGP1-GFP MLPCN	procasp3 activ	MEP2-GFP yeast	LAP4-GFP MLPCN
16	O=C(Nc1ccc(Cl)cc1)Nc1nnc(-c2ccncc2)s1	90	-4	96	88
17	Cc1cc(C(=O)N2CCCCCC2)cs1	94[may fluoresce red]	-4	80[may fluoresce red]	91[may fluoresce red]
18	COc1ccc(OC)c(NC(=O)CN(Cc2ccc(F)cc2)C2CCCCC2)c1	105	4	101	96
19	Cc1cnc(C(=O)N2CCN(c3ccc(C(F)(F)F)cn3)CC2)cn1	111	-26	110	109
20	CN1CCN(S(=O)(=O)c2ccc(Sc3nnc(-c4cccs4)n3-c3ccccc3)nc2)CC1	104	6	101	97
21	COC(=O)CN1C(=O)[C@H]2[C@@H](c3ccc(C)o3)N3C(=O)CN(CCO)C(=O)[C@@]3(C)[C@H]2C1=O	80	5	93	129
22	O=C(NC(=S)Nc1ccccn1)c1cncc(Br)c1	88	8	93	94
23	NC(=Nc1ccccc1)NC(=O)c1nc(Cl)c(N)nc1N	101	0	104	113
24	Cc1coc2cc3oc(=O)c(CCC(=O)NCCN4CCOCC4)c(C)c3cc12	102	10	106	111
25	COc1ccc(/C=N\NC(=O)c2cc(O)c(O)c(O)c2)cc1CN1CCN(c2ccc(F)cc2)CC1	96	-21	94	100
26	CN1C(=O)/C(=C\c2ccncc2)SC1=Nc1ccccc1	88	-3	117	91
27	O=C(c1cccc(Oc2c(Cl)cccc2[N+](=O)[O-])c1)N1CCOCC1	98	2	94	95
28	Nc1ccccc1C(O)(Cc1ccccc1)c1ccccc1 (stereo unspecified)	96	-4	105	95
29	O=C1NC2=C(C(=O)OC2)C(c2ccc(OC(F)(F)F)cc2)N1 (stereo unspecified)	105	-2	94	110
30	O=C1c2ccccc2C(=O)N1CCc1csc(-c2cccc(Cl)c2)n1	109	2	96	108

#	proCasp7 act	RPL19A TOR yeast	CIT2-GFP yeast	AHR act
16	13	94	88	2
17	-9	?	98[may fluoresce red]	2
18	-6	104	110	5
19	5	100	107	-4
20	4	100	105	-2
21	-4	96	73	1
22	8	98	91	12
23	4	104	98	86*
24	-1	101	100	-1
25	-22	95	79	11
26	4	101	113	12
27	5	94	96	2
28	8	100	100	3
29	-1	97	101	0
30	4	111	108	-7

Among those listed so far, these have two or more sulfur atoms.
#	compound	AGP1-GFP MLPCN	procasp3 activ	MEP2-GFP yeast	LAP4-GFP MLPCN
13	O=C(CSCSCC(=O)NCC1CCCO1)NCC1CCCO1 (stereo unspecified)	103	-5	105	102
20	CN1CCN(S(=O)(=O)c2ccc(Sc3nnc(-c4cccs4)n3-c3ccccc3)nc2)CC1	104	6	101	97

#	proCasp7 act	RPL19A TOR yeast	CIT2-GFP yeast	AHR act
13	-6	101	100	0
20	4	100	105	-2

(more compounds)
#	compound	AGP1-GFP MLPCN	procasp3 activ	MEP2-GFP yeast	LAP4-GFP MLPCN
31	COC(=O)c1cc2sccc2n1Cc1ccc(C)cc1	96	11	106	110
32	COc1ccccc1N1C(=O)c2ccc(C(=O)Nc3ccccc3O)cc2C1=O	97	9	104	86
33	C=CCc1cc(Cl)ccc1OCCNCCN1CCOCC1	110	0	102	108
34	O=C(/C=N/O)NCC1CCNCC1	101	0	99	103
35	CCn1c(SCC(=O)N2CCOCC2)nnc1-c1cccs1	95	-3	98	96
36	CC(C)C[C@H](NC(=O)N1CCn2c1nc1ccccc12)C(=O)NCc1ccc2c(c1)OCO2	63	11	136	94
37	CCCCC1=C([O-])C2N=CC=CC2=[N+](c2ccccn2)C1=O (stereo unspecified)	102	-7	101	98
38	Cc1ccc(NC(=O)CSc2ncc3ccccn23)cc1C	97	-4	94	102
39	Cc1ccc(NC(=S)NNC(=O)c2nn(C)cc2Cl)cc1	101	-12	100	97
40	Cc1cccc2cc3c(nc12)SC(=NCC1CCCO1)N(Cc1ccco1)C3 (stereo unspecified)	99	-8	112	110
41	O=S(=O)(NC1=NCCC1)c1cccc(NS(=O)(=O)c2ccc(OC(F)(F)F)cc2)c1	114	8	114	107
42	CCCCN(C(=O)c1ccco1)c1nnc(-c2cc(OC)c(OC)c(OC)c2)s1	105	0	102	94
43	CCOc1ccc(-c2c(C)n([O-])c3c([n+]2=O)CCCC3)cc1	112	-2	107	112
44	CCOC(=O)N1CCC(NC(=O)c2ccc3snnc3c2)CC1	99	9	99	103
45	CON(C)C(=O)CCN(Cc1ccccc1)C(=O)OC(C)(C)C	112	-4	106	110

#	proCasp7 act	RPL19A TOR yeast	CIT2-GFP yeast	AHR act
31	5	102	92	2
32	-3	105	101	15
33	3	105	105	-3
34	1	99	99	-3
35	2	95	92	12
36	-8	82	102	17
37	5	100	106	-2
38	0	91	91	6
39	-6	98	107	19
40	-20	100	89	9
41	6	105	103	-1
42	-5	104	.	2
43	5	102	108	7
44	5	99	98	1
45	7	105	102	0

Additional entries follow.
#	compound	AGP1-GFP MLPCN	procasp3 activ	MEP2-GFP yeast	LAP4-GFP MLPCN
46	CCc1ccc(NC(=O)C(=O)NCC2CCCO2)cc1 (stereo unspecified)	93	1	93	98
47	O=C(c1cc(-c2ccc(O)cc2)on1)N1CCN(c2ccc(F)cc2)CC1	99	5	94	112
48	COc1ccccc1OCCNC(=O)C1CC(=O)N(c2ccccc2OC)C1 (stereo unspecified)	98	4	101	100
49	O=C(c1ccco1)N1CCN(CC2CC3C=CC2C3)CC1 (stereo unspecified)	110	-10	103	101
50	CN(C)C/C=C/C(=O)Nc1cccc(-c2c[nH]c3ncnc(Oc4ccc(NC(=O)CC(=O)Nc5ccc(F)cc5)cc4F)c23)c1	92	3	92	88
51	CCC(=O)Oc1cccc(C(=O)Nc2ccc(-c3nnc(-c4ccco4)o3)cc2)c1	87	2	92	88
52	CCCN(CCC)C1=CC(=[N+]2CCCC2)CC(C)(C)C1	103	3	100	96
53	COCCNC(=O)c1ccccc1NC(=O)CCSc1ccccc1	99	-6	108	100
54	O=C(Nc1nc2nccc(-c3ccccc3)n2n1)c1ccc(F)cc1	102	1	100	96
55	CCC(C)n1c(SCC(=O)Nc2cc(C(C)(C)C)nn2-c2ccccc2)nc2ccccc2c1=O (stereo unspecified)	102	0	107	98
56	Cc1nc(-c2ccc3c(c2)OCCO3)cs1	97	-4	99	95
57	COc1cc(OC)cc(C(=O)NNC(=O)Cc2cccs2)c1	99	11	97	99
58	Cc1cc(OC(C)C(=O)NCC2CCC(C(=O)O)CC2)c2c(C)c(C)c(=O)oc2c1 (stereo unspecified)	105	-1	111	111
59	COc1cc(=O)n(C)c2c(OCC3OC(C)(C)OC3(C)C)cccc12 (stereo unspecified)	103	-3	108	102
60	CCCOc1ccc(C(C)=O)cc1CSc1nc(O)cc(=O)[nH]1	109	1	105	103

#	proCasp7 act	RPL19A TOR yeast	CIT2-GFP yeast	AHR act
46	1	91	94	3
47	-3	99	103	-1
48	3	99	97	2
49	-1	98	102	1
50	1	93	99	3
51	-1	88	80	-3
52	-3	97	100	1
53	8	107	101	-1
54	4	101	109	-2
55	-5	104	101	-4
56	-11	100	105	-2
57	0	100	99	19
58	10	104	102	-1
59	-7	99	98	5
60	-8	105	109	0

Later entries:
#	compound	AGP1-GFP MLPCN	procasp3 activ	MEP2-GFP yeast	LAP4-GFP MLPCN
61	COc1ccc(Oc2coc3cc(OCC(=O)N4CCCCC4)ccc3c2=O)cc1	103	-5	108	107
62	COC(=O)c1ccc([C@H]2CC(=O)O2)cc1	94	-7	96	115
63	COc1ccccc1-c1nnc(SCC(=O)NCc2ccco2)n1N	102	-1	96	97
64	CC(=O)c1cnc2cc(-c3ccc(C)cc3)nn2c1C	78	-3	98	79
65	CCCCn1nnnc1NCc1cc(OC)c(OC)c(OC)c1	103	-8	106	98
66	C/C(=N\NC(=O)c1ccc(CSc2nncn2C)cc1)c1ccc(Cl)cc1	103	4	99	92

#	proCasp7 act	RPL19A TOR yeast	CIT2-GFP yeast	AHR act
61	3	113	104	4
62	-1	102	95	1
63	-1	95	94	-1
64	14	113	78	15
65	-1	97	99	0
66	7	106	105	4

Taken from above.
`COc1ccc(Oc2coc3cc(OCC(=O)N4CCCCC4)ccc3c2=O)cc1` – AGP1-GFP MLPCN = 103
`COc1ccccc1-c1nnc(SCC(=O)NCc2ccco2)n1N` – MEP2-GFP yeast = 96
`CCCCn1nnnc1NCc1cc(OC)c(OC)c(OC)c1` – AHR act = 0
`C/C(=N\NC(=O)c1ccc(CSc2nncn2C)cc1)c1ccc(Cl)cc1` – RPL19A TOR yeast = 106
`CC(=O)c1cnc2cc(-c3ccc(C)cc3)nn2c1C` – AGP1-GFP MLPCN = 78
`COC(=O)c1ccc([C@H]2CC(=O)O2)cc1` – MEP2-GFP yeast = 96
